EPAC2 agonist – EPAC2 (human) agonism; Q8WZA2; EPAC2 activation, biochemical qHTS; response scale: 100% = 6.5 mM cAMP response; Potency, µM (titrated, usually from 154 µM), for the others: at the highest dose activation, usual class: activators; hit rate 0.079% among 360,000; AID 720711; also: potency is read from the fitted curve at half-maximal effect; nearly all actives have a fitted effect of over 50% in size
Target sequence (Q8WZA2 whole entry, looked up): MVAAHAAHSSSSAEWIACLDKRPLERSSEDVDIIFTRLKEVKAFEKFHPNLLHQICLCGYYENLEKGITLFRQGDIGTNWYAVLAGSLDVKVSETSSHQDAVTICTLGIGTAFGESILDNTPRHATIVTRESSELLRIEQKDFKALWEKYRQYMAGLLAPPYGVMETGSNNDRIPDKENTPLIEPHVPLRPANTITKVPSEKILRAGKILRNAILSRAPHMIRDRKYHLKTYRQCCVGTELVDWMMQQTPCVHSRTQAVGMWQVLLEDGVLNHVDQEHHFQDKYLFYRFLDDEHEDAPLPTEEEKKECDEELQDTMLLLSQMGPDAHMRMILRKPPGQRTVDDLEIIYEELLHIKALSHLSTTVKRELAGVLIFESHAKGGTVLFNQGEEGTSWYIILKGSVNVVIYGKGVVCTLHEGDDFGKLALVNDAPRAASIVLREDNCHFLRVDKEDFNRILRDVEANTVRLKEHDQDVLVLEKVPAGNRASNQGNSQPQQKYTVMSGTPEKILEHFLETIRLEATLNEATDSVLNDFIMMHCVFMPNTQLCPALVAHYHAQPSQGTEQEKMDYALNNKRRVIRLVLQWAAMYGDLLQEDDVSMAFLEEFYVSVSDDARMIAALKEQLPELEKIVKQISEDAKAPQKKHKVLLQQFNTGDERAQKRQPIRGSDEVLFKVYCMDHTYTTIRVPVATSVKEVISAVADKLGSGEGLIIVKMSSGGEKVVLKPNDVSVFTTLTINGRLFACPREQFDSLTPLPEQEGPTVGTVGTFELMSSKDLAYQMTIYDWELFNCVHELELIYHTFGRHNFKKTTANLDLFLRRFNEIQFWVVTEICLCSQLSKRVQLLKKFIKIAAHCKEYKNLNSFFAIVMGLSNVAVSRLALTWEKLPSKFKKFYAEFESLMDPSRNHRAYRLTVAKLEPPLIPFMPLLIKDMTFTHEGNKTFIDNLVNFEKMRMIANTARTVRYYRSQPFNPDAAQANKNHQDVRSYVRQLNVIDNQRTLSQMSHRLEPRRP
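Setup: EPAC2 100 nM, labeled Rap1B complex 250 nM, free GDP 50 uM. Compound titrations pinned in, brief spin, 5 min room temperature incubation. Kinetic fluorescence read over 30 min, normalized to 6.5 mM cAMP.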
EPAC2 antag – antagonists of human EPAC2; hit rate 0.18% among 360,000; EPAC2 GEF exchange of Rap1B-BODIPY-GDP, fluorescence; Potency, µM (top dose mostly 114 µM), for the others: at the top dose activity, negative = inhibition, usual class: inhibitors; Q8WZA2; also: potency is read from the fitted curve at half-maximal effect; % is scaled to controls: 0 for no effect and ±100 for the full control effect; nearly all actives have a fitted effect of over 45% in size; many of its hits are not listed in these tables
D3 antag – antagonists of human D3 dopamine receptor. AID 652054. max response, negative = inhibition, %. D3R cells, DiscoveRx beta-arrestin luminescence, antagonist mode; stronger effect = lower value. hit rate 2.5% among 360,000. P35462; in the data active = max response below about -50%; inconclusive = no clear call, values can overlap the other calls; also: % is scaled to controls: 0 for no effect and ±100 for the full control effect; mostly tested at two doses, the higher about 12 µM
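Cells expressing the human receptor were seeded at 1500 cells/well, incubated overnight at 37 degrees C in 5% CO2, then exposed to library compounds with dopamine controls for 90 minutes at 37 degrees C before luminescent detection.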
Abeta rescue – restores growth of yeast expressing A-beta42 peptide. yeast expressing A-beta42, growth rescue, OD600, 48 h; response scale: 0% DMSO, 100% iron-clioquinol control. Potency, µM (doses to about 46.1 µM), for the others: at the top dose growth rescue, usual class: activators. hit rate 0.063% among 410,000. AID 1347071; also: potency is read from the fitted curve at half-maximal effect; nearly all actives have a fitted effect of over 55% in size
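Yeast growth medium received pinned compounds, then yeast cells expressing toxic A-beta were added; plates incubated at 30 C for 48 hr. Growth read as absorbance at 600 nm, normalized to DMSO and equimolar FeCl3 plus clioquinol controls.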
aSyn rescue – inhibitors of alpha-synuclein toxicity in yeast. Yeast expressing alpha-synuclein, growth rescue, BacTiter-Glo, 24 h. Potency, µM (highest dose often 46.1 µM), inactives show at the highest dose growth rescue (activation), actives largely listed as activators. hit rate 0.14% among 370,000. AID 652106; also: potency is read from the fitted curve at half-maximal effect; % of control where 0% means no effect; nearly all actives have a fitted effect of over 65% in size
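Screening used galactose-induced yeast with toxic alpha-synuclein levels, exposed to compound for 24 hr at 30 deg C. Cell growth, read with BacTiter-Glo luminescence, gave the measured signal.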
FUS suppressor – rescues growth of FUS-expressing yeast. S. cerevisiae FUS-expressing, growth rescue, OD600, 24 h. Potency, µM (series often up to 76.6 µM), for inactives: at the top dose growth rescue (activation), actives largely listed as activators. hit rate 0.24% among 390,000. AID 1347120;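 also: potency is read from the fitted curve at half-maximal effect; plate controls were DMSO vehicle for no effect and reference control for full effect; nearly all actives have a fitted effect of over 55% in size; some results filed as inactive show a strong effect at the top dose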
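Absorbance at 600 nm, taken 24hr after compound addition, measured rescue of FUS-yeast growth at 30C. Induction used 2% galactose with seeding at OD 0.005. Controls: CP55940 from 92uM final, DMSO only.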
TDP-43 yeast inh – rescues yeast growth from TDP-43 toxicity; hit rate 1.8% among 410,000; TDP-43 expressing yeast growth rescue, BacTiter-Glo, 24 h; Potency, µM (highest dose often 46.1 µM), inactives show top-dose growth rescue (activation), usual class: activators; AID 652104; also: potency is read from the fitted curve at half-maximal effect; % of control where 0% means no effect; nearly all actives have a fitted effect of over 50% in size
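Luminescence from BacTiter-Glo reports growth of TDP-43-expressing yeast after 24 hr at 30 deg C with compound. Cells were raffinose-pregrown to mid-log, then seeded in galactose medium at OD600=0.02.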
DRD3 agonist – activates the human D3 dopamine receptor | D3R DiscoveRx beta-arrestin cells, luminescence, 90 min | max activation, % | hit rate 0.58% among 410,000 | AID 652048; in the data active = max activation above about 30%; also: 0% is about no effect; mostly tested at two doses, the higher about 12 µM
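Agonist mode: compounds and dopamine controls were applied to plated cells for 90 min at 37 degrees C after an overnight attachment at 1500 cells/well. Luminescent read-out followed 30 - 60 minutes at room temperature with DiscoveRx detection reagent.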
Active calls of the source: *; ? = inconclusive; . = no result given; & = joins results of further samples; [ ] = dose if it differs, or a comment. Unless noted, calls follow the shape of the dose curve; as a rule, active = well fitted curve in the direction sought with a large enough effect; inconclusive = small, poorly fitted or top-dose-only effect, or another doubt; inactive = no such curve, though single readings can be large; an effect the other way counts as inactive or inconclusive.

SMILES	EPAC2 agonist	EPAC2 antag	D3 antag	Abeta rescue	aSyn rescue	FUS suppressor	TDP-43 yeast inh	DRD3 agonist
CCC(C)NC(=O)C1CCN(S(=O)(=O)c2ccc3nc4c(c(C(=O)O)c3c2)CCCCC4)CC1 (stereo unspecified)	0%	2%	1	-18%	2%	5%	0%	4
CCCOC(=S)N/C(=N\S(=O)(=O)c1ccccc1)c1ccccc1	-2%	12%	16	10%	-7%	21%	-7%	12
C=CCOc1ccc2oc(=O)cc(C)c2c1	0%	5%	-13	0%	2%	.	?	2
COc1ccc(C2C=C(c3ccccc3)Nc3nc(NC(=O)/C=C/c4ccc(Cl)cc4)nn32)cc1 (stereo unspecified)	.	.	.	-17%	.	39%	0%[9.22 µM]	5
O=C(NCc1cccs1)C1CCN(c2nccs2)CC1	4%	18%	-16	-13%	-1%	36%	-5%	2
O=C(N/N=C/c1ccc(Cl)cc1)c1cc2c(s1)-c1ccccc1CC2	-2%	9%	4	2%	-2%	-7%	10%	7
CCC(C)N(C(=O)c1csnn1)C(C(=O)NC1CCCC1)c1c(F)cccc1Cl (stereo unspecified)	5%	-4%	-20	-5%	3%	13%	-2%	-3
O=C(CCN1CCC(c2ccc(Cl)s2)=N1)c1ccc(Cl)s1	10%	0%	-3	10%	-1%	0%	4%	5
COc1ccc(C2C(C)C3(O)CC(C#N)(C(=O)N3)C2(C#N)C#N)cc1 (stereo unspecified)	3%	-2%	-2	-5%	0%	-2%	-5%	-3
O=C(COC(=O)c1ccccc1C(=O)N1CCN(c2ccccc2)CC1)NCc1ccccc1	9%	5%	-11	12%	10%	18%	9%	2
CCOc1cc(C)c(S(=O)(=O)NC2CCCCC2)cc1C	17%	-23%	-12	3%	17%	?	6%	-16
CCC(=O)c1ccc(OCC(=O)N2CCN(C(=O)c3ccccc3)CC2)cc1	4%	-1%	7	-8%	-1%	-2%	7%	2
CCC(c1nnnn1Cc1ccco1)N(CCc1ccccc1)Cc1cc2cc(C)ccc2[nH]c1=O (stereo unspecified)	-1%	-11%	5	23%	3%	26%	6%	7
COc1cccc(NC(=O)Cc2c(O)c3ccccc3[nH]c2=O)c1	-2%	-3%	-11	1%	-3%	16%	-9%	-4
Cc1cccc(C(=O)Nc2ccc(C(=O)/C=C/c3cccs3)cc2)c1	9%	8%	-8	?	-8%	22%	29%	0
CCOC(=O)N(C)c1c(CC)nc2c(OCc3ccc(F)c(F)c3)cccn12	-2%	1%	-30	-1%	0%	-5%	25%	4
O=C(NCC(=O)N1CCCCC1)c1ccc(Br)o1	3%	11%	16	7%	0%	.	17%	-15
CSc1nc(N(C)NC(=O)c2ccc(Cl)cc2)c2ccccc2n1	9%	-2%	-2	10%	-12%	.	0%	-7
COc1ccc(-n2c(Cc3cc(=O)[nH]c(=O)[nH]3)nnc2SCc2ccccc2)cc1	1%	11%	0	-11%	1%	8%	-12%	-18
CC(=O)c1sc(NC(=O)c2ccc(C)c(C)c2)nc1C	0%	10%	19	-6%	0%	-31%	22%	0

Another view of some results above.
CCC(C)N(C(=O)c1csnn1)C(C(=O)NC1CCCC1)c1c(F)cccc1Cl (stereo unspecified)
  EPAC2 agonist: 5%; EPAC2 antag: -4%; D3 antag: -20; Abeta rescue: -5%; aSyn rescue: 3%; FUS suppressor: 13%; TDP-43 yeast inh: -2%; DRD3 agonist: -3
O=C(CCN1CCC(c2ccc(Cl)s2)=N1)c1ccc(Cl)s1
  EPAC2 agonist: 10%; EPAC2 antag: 0%; D3 antag: -3; Abeta rescue: 10%; aSyn rescue: -1%; FUS suppressor: 0%; TDP-43 yeast inh: 4%; DRD3 agonist: 5
COc1ccc(C2C(C)C3(O)CC(C#N)(C(=O)N3)C2(C#N)C#N)cc1 (stereo unspecified)
  EPAC2 agonist: 3%; EPAC2 antag: -2%; D3 antag: -2; Abeta rescue: -5%; aSyn rescue: 0%; FUS suppressor: -2%; TDP-43 yeast inh: -5%; DRD3 agonist: -3
O=C(COC(=O)c1ccccc1C(=O)N1CCN(c2ccccc2)CC1)NCc1ccccc1
  EPAC2 agonist: 9%; EPAC2 antag: 5%; D3 antag: -11; Abeta rescue: 12%; aSyn rescue: 10%; FUS suppressor: 18%; TDP-43 yeast inh: 9%; DRD3 agonist: 2

Reprinted at random: two entries already listed.
SMILES	EPAC2 agonist	EPAC2 antag	D3 antag	Abeta rescue	aSyn rescue	FUS suppressor	TDP-43 yeast inh	DRD3 agonist
CCOc1cc(C)c(S(=O)(=O)NC2CCCCC2)cc1C	17%	-23%	-12	3%	17%	?	6%	-16
O=C(NCC(=O)N1CCCCC1)c1ccc(Br)o1	3%	11%	16	7%	0%	.	17%	-15

The list continues.
SMILES	EPAC2 agonist	EPAC2 antag	D3 antag	Abeta rescue	aSyn rescue	FUS suppressor	TDP-43 yeast inh	DRD3 agonist
Cc1cc(NC(=O)CCCC(=O)N(c2ccccc2)C(C(=O)NC2CCCCC2)c2cccs2)no1 (stereo unspecified)	-13%	8%	19	-2%	-16%	10%	15%	3
Cc1ccc(S(=O)(=O)NCCC(=O)N(C)Cc2cccs2)cc1	4%	-4%	-3	-7%	5%	6%	12%	-4
C[C@@H](C(=O)N1CCN(c2ccccc2)CC1)N1C(=O)C2CC=CCC2C1=O (stereo partly specified)	4%	-1%	-4	5%	-1%[1.84 µM]	13%	13%	3
Cc1cc(NC(=O)CSc2nnc(C3CC3)n2N)c([N+](=O)[O-])cc1C	5%	-1%	6	7%	-1%	25%	-6%[0.397 µM]	18
O=C(Nc1ccc2c(c1)OCO2)c1cc(C2CCCCN2S(=O)(=O)Cc2ccccc2)on1 (stereo unspecified)	16%	7%	14	3%	2%	?	?	2
CCOC(=O)[C@]12CCCC=C1N(Cc1ccc3c(c1)OCO3)C(=O)[C@H](CC(=O)N1CCN(C(=O)C3CC3)CC1)C2	7%	-2%	-9	-4%	-7%	23%	11%	-5
Nc1nnc(CSCc2ccc(Cl)cc2Cl)s1	6%	-10%	-18	12%	-7%	2%	11%	3
CC(=O)Nc1ccc(N2C(=O)CSC2c2cccc([N+](=O)[O-])c2)cc1 (stereo unspecified)	-5%	-4%	14	-11%	0%	8%	1%	-2
Cc1c(C(=O)Nc2cnccn2)oc2ccccc12	4%	17%	12	-20%	-4%	51%	13%	13
COc1ccc(-c2cc(C(=O)Nc3cccnc3)no2)cc1OC	6%	4%	21	4%&1%	0%	-7%&-15%	19%&0%	-2&12
CCCCN(C(=O)c1ccc2c(c1)OCCO2)c1c(N)n(CCCC)c(=O)[nH]c1=O	-11%	-28%	17	11%	10%	2%	4%	-7
Cc1ccc(S(=O)(=O)NNC(=O)Nc2cccc3ccccc23)cc1	3%	16%	1	1%	4%	.	-5%	11
O=C(OCC(=O)N1CCN(C(=O)c2ccco2)CC1)c1ccc(S(=O)(=O)N2CCCCC2)cc1	4%	11%	36	-3%	3%	6%	-4%	1
C=CCN1C(=O)C(CC(=O)NCC)SC1=Nc1ccccc1CC (stereo unspecified)	0%	-3%	-16	14%	12%	8%	-4%	-9
O=C(CN1C(=O)S/C(=C\C=C\c2ccccc2)C1=O)Nc1ccccc1C(=O)O	-5%	-19%	4	.	11%	19%	13%	2
CCC1CCCCN1CCCNC(=O)c1ccc2c(c1)N(Cc1ccc(Cl)cc1)C(=O)c1ccccc1S2(=O)=O (stereo unspecified)	.	.	.	-2%	.	?	4%	-7
C/C(=N\OCc1ccc(C#N)cc1)c1cc2ccccc2o1	16%	5%	-10	-17%	-5%	16%	3%	13
COc1cc2cc(CN(CCCN3CCOCC3)Cc3nnnn3Cc3ccccc3)c(=O)[nH]c2cc1OC	11%	-3%	-4	-25%	-4%	13%	-17%	-10
Cc1ccc(SCc2ccc(C(=O)Nc3cccnc3)cc2)cc1	-5%	5%	-16	21%	-9%	-2%	3%	-2
CCCCOn1c(C)c(C(C)=O)c2c3no[n+]([O-])c3ccc21	-12%	10%	11	-22%	2%	-3%	-2%	5
CC1CN(C2=Nc3cccc4cccc2c34)CC(C)O1 (stereo unspecified)	3%	-1%	2	-18%	6%	-10%	-7%	-8
COc1ccc(CCNC(=O)c2cc(-c3ccc(C)cc3O)n[nH]2)cc1OC	-2%	1%	25	6%	0%	1%	2%	-13
O=C(C1=COCCO1)N1CCN(C(c2ccccc2)c2ccccc2)CC1	6%	-16%	-11	-7%	3%	15%	-8%	2
CN(C(=O)COC(=O)c1ccc(=O)n(Cc2ccccc2)n1)C1CCCCC1	4%	-11%	-8	4%	-5%[1.84 µM]	14%	5%	5
C/C(=N\Nc1nc2c(s1)CCCC2)c1ccc(Cl)cc1	-12%	-13%	4	19%	10%	40%	19%	-2
Cc1cc(C)c(C(O)c2ncc(-c3cccc4ccccc34)[nH]2)c(C)c1 (stereo unspecified)	3%	?	?	-7%	?	0%	10%	-2
Cc1nc2ccc([N+](=O)[O-])cc2c(=O)n1Cc1ccc(Br)cc1	10%	-9%	-2	19%	1%	-30%	3%	2

Compound activity from PubChem.

These rows are one share of the data; count on the stated rates, not on these rows.
